MC4R antag cAMP: human MC4R antagonism in cAMP assay; MC4R-expressing cells, MTII-stimulated cAMP, LANCE TR-FRET; hit rate 0.48% among 360,000; P32245; inhibition, % at 6.5 µM; AID 540295;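 active = inhibition above its plate's cutoff, the mean of tested wells on that plate plus 3 SD, cut at about 29% in these data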;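 also: 0% = Melanotan II alone and 100% = Melanotan II plus saturating MCL0020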
Target sequence (P32245 whole entry, looked up): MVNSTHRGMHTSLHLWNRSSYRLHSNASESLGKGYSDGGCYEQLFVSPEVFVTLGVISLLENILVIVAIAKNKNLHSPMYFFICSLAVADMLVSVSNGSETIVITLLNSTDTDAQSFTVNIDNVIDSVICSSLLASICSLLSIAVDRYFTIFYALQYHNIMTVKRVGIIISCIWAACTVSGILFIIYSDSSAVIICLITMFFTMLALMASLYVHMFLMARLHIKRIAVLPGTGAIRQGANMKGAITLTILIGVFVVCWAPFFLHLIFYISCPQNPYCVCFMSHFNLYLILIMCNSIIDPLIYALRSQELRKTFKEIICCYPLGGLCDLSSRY
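system = U2OS cells with stable human MC4R expression | also added = Melanotan II challenge after compound preincubation | dosing = one concentration, 6.5 µM nominal | incubation = compound 30 min, challenge 1 h, detection 1 h | measured by = TR-FRET with Eu-cAMP and labeled anti-cAMP, 671 nm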
MC4R barr agon: human MC4R agonism via beta-arrestin. P32245. U2OS MC4R beta-arrestin complementation, luminescence; percent of melanotan II response, DMSO zero. activation, % at 8.9 µM. hit rate 0.98% among 360,000;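 active = activation above a per-plate cutoff, the mean activation of sample wells on that plate plus 3 SD, cut at about 8% in these data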
Granule exo inh: blocks lytic granule exocytosis; hit rate 0.66% among 360,000; inhibition, % at 10 µM; TALL-104 LAMP-1 surface exposure, flow cytometry; cells stimulated with thapsigargin and PMA;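 active = inhibition above about 55%, limit read from the data; inconclusive = no clear call, values can overlap the other calls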
ABHD5-PLIN5 inh: inhibitors of human ABHD5-perilipin-5 interaction; Q00G26+Q8WTS1; Split G. princeps luciferase complementation, luminescence, 4 h; inhibition, % at 4 µM; hit rate 0.78% among 360,000;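 active = inhibition above the mean inhibition across every tested compound plus 3 SD, cut at about 22% in these data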;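 also: 0% = DMSO only wells and the 100% control is not disclosed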
ABCB6 inh MLPCN: human ABCB6 transporter inhibition; K562-ABCB6 porphyrin accumulation, flow cytometry, 1 h; active compounds read low; fluorescence ratio to DMSO, % at 10 µM; hit rate 0.19% among 360,000; Q9NP58;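 active = fluorescence ratio to DMSO below 75%, the collection mean minus 3 SD; inconclusive = too few cells collected in the well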;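 also: signal is porphyrin accumulated inside mitochondria; 100% equals median channel fluorescence of DMSO control wells; lower ratio means ABCB6 inhibition with less porphyrin fluorescence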
aDG glyco up: alpha-DG glycosylation activation | Pro5-aDG cells, alpha-DG glycosylation AlphaScreen (IIH6); 0% Pro5, 100% B10-LARGE cell signal | activation, % at 10 µM | hit rate 0.22% among 360,000;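 active = activation of at least 8% versus controls, or a plate z-score of at least 8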;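 also: Pro5 are CHO cells carrying HIG-tagged alpha-DG that lacks glycosylation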
hiPSC survival: enhancers of human iPSC single-cell survival; hiPSC single-cell survival, ATPlite luminescence; 100% = ROCK inhibitor wells, 0% = DMSO; survival enhancement, % at 20 µM; hit rate 0.044% among 360,000; AID 602274; in the data active = survival enhancement above about 18%;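 also: cells exposed to compounds for 16 hours before the ATP read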
m5-HT2A agonist: agonists of mouse serotonin 5-HT2A receptor (HTR2A). activation, % at 7.6 µM. CHO-K1 mHTR2A beta-arrestin complementation, luminescence; percent of 30 µM serotonin response. AID 624169. P35363. hit rate 0.66% among 360,000;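 active = activation above a run cutoff, the mean activation of all tested compounds plus 3 SD, cut at about 14% in these data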;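 also: 0% = plate median of compound wells and 100% = 30 µM serotonin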
Target sequence (P35363 whole entry, looked up): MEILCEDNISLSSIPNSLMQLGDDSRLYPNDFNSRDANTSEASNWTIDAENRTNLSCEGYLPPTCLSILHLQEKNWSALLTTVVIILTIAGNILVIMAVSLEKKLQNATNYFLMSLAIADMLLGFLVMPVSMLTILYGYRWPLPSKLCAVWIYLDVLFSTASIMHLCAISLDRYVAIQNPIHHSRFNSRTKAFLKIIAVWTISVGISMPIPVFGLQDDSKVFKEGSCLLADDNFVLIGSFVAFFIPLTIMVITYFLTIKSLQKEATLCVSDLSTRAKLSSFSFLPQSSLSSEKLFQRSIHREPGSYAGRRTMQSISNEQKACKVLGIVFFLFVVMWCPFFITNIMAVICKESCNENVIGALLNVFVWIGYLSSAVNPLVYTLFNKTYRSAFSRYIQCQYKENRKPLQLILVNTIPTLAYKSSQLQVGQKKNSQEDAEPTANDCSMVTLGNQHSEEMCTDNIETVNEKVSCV
H9c2 protect: myocardial damage modulation in H9c2 cells | H9c2 cardiomyocytes, H2O2 injury protection, ATPLite, 2 h | protection from H2O2 cell death, % at 20 µM | hit rate 0.63% among 360,000;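 active = compounds giving at least 50% protection of heart cells from peroxide-induced death in the single-dose screen, raw or plate-pattern-corrected value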;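 also: 0% = DMSO wells with peroxide and 100% = DMSO wells without peroxide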
N-glyco inh: N-linked glycosylation inhibition; D54 ERlucT glycosylation luciferase reporter, 24 h; percent of 100 nM tunicamycin response; reporter increase, % at 12.5 µM; hit rate 0.23% among 360,000;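 active = mean luciferase reporter signal, scaled so untreated is 0 and the glycosylation-blocking control 100, at or above a set limit in every replicate; inconclusive = mean reaches the limit but not every replicate does; inactive = mean below the limit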;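 also: luciferase carries N-glycosylation sites so blocking glycosylation raises the light; 0% = median of neutral control wells and 100% = median of 100 nM tunicamycin wells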
Numbers without * were called inactive; ? = inconclusive; . = not tested or not shown.

SMILES | MC4R antag cAMP | MC4R barr agon | Granule exo inh | ABHD5-PLIN5 inh | ABCB6 inh MLPCN | aDG glyco up | hiPSC survival | m5-HT2A agonist | H9c2 protect | N-glyco inh
COc1cc(OC)c(C(=O)OCC(=O)NC23CC4CC(CC(C4)C2)C3)cc1OC | 14 | 3.1 | 1 | 1 | 97 | -0.1 | -0.5 | -5 | 8 | 1
Cc1ccc(NC(=O)C2CCCN(c3nccc(C)n3)C2)c(C)c1 (stereo not drawn) | -3 | -0.8 | -9 | 1 | 94 | 0.1 | -0.6 | 8 | 3 | -1
CC[C@@H]1Cc2[nH][nH]c(=O)c2[C@@H](c2ccc(Cl)cc2)O1 | . | . | 2 | 12 | 97 | -0.3 | 0.3 | -2 | . | .
CC1(C)CC(=O)C2=C(C1)OC1=C(C(=O)CC(C)(C)C1)C2c1ccc(O)cc1O | 74* | -3.6 | 36 | 87* | 96 | -0.4 | -1.1 | 0 | 30 | -17
OC(c1cc(F)cc(Cl)c1)c1ncc(-c2ccc3ccccc3c2)[nH]1 (stereo not drawn) | 0 | 1.7 | -10 | -14 | 104 | -0.2 | 1.6 | 1 | -18 | 1
Cc1cc2nc(-c3ccc(F)cc3)c(Cc3cccc(Cl)c3)n2c(C)c1Br | . | . | -4 | 13 | 133 | -0.2 | 1.7 | 8 | . | .
Cc1cccc(Nc2nc(-c3sc(C)nc3C)cs2)c1 | 1 | -0.1 | 3 | -4 | 98 | 1.2 | 0.5 | -1 | -12 | -1
CNC(=O)c1ccc(-c2cc3onc(-c4ccccc4)c3c(=O)n2C)cc1 | 8 | -1.0 | -3 | -19 | 102 | 0.5 | -0.2 | -2 | -7 | 3
COc1cccc(CNC(=O)C2Cc3ccccc3CN2C(C)=O)c1 (stereo not drawn) | 3 | -0.7 | -4 | 3 | 97 | 0.0 | -0.4 | 2 | -2 | 1
Cc1cc(C)c2cc(CN(CCN3CCCC3)C(=O)Nc3ccc(F)cc3)c(=O)[nH]c2c1 | 0 | -0.6 | -2 | 9 | 119 | -0.4 | -0.9 | 20* | 11 | -2
CCCc1nnc(NC(=O)CCC(=O)N2CCN(Cc3ccccc3)CC2)s1 | 5 | -1.2 | -1 | 7 | 98 | 0.2 | -0.2 | 7 | 3 | -1
CCOc1cc2oc(=O)c3c(c2cc1Cl)CCC3 | -5 | -0.2 | 7 | -1 | 88 | 0.3 | 0.0 | 6 | 0 | 3
COC(=O)CSc1nc2cc3c(cc2cc1C#N)OCO3 | -3 | 3.6 | 10 | 2 | 101 | 0.2 | -2.3 | 0 | 2 | -6
COc1ccc(C(=O)Nc2ccccc2SCc2cc(=O)n3nc(C)sc3n2)cc1OC | 8 | -4.0 | -2 | -5 | 100 | -0.1 | -0.5 | -2 | 7 | 0
CCOc1ccc(S(=O)(=O)N2CCCCC2)cc1NC(=O)CCc1ccc(OC)cc1 | 5 | 0.1 | 0 | -7 | 102 | 0.3 | -0.2 | 2 | 4 | -5
CC(=O)Nc1ccccc1OC(=O)N1CCOCC1 | -1 | 0.7 | -3 | 7 | 100 | -0.2 | -0.5 | 2 | 3 | 1
O=C(COC(=O)C1=COCCO1)Nc1cc(C(F)(F)F)ccc1Cl | 0 | 0.2 | -2 | 1 | 95 | 0.0 | -0.1 | 8 | -1 | 1
NC(=O)CNC(=O)C1CCCc2c1[nH]c1ccc(Cl)cc21 (stereo not drawn) | 7 | -1.5 | 11 | -3 | 100 | -0.1 | 4.7 | -2 | 0 | 2
CCN(CC)CCNC(=O)c1ccc(NC(=O)c2ccc(COc3ccccc3)cc2)cc1 | -5 | -4.8 | 17 | 8 | 95 | 5.7 | -0.5 | -5 | -7 | 1
CCC(C)NCCOCCOc1cc(C)c(Cl)c(C)c1 (stereo not drawn) | -8 | 2.2 | 4 | 4 | 83 | 0.1 | -0.5 | 5 | 0 | -2
CCCCN(C(=O)c1ccc(N2CCCC2=O)cc1)c1c(N)n(CCC)c(=O)[nH]c1=O | 10 | -3.3 | 0 | -7 | 107 | 0.0 | -0.6 | 1 | 8 | 2
COC(=O)c1c(NC(C)=O)csc1C | 1 | 0.6 | -2 | 0 | 96 | 1.4 | -0.1 | 0 | 1 | 1
CCC(Sc1nc(C)cc(C)n1)C(=O)Nc1cc(C)on1 (stereo not drawn) | -2 | -0.4 | 0 | 6 | 94 | 0.6 | -0.6 | 5 | 2 | -1
CCOC(=O)NN1C(=O)c2ccccc2NC12CCCC2 | 3 | 0.9 | -3 | 0 | 101 | -0.2 | -0.5 | 3 | 3 | -1
Cc1cc(C(F)(F)F)nn1CC(=O)NCc1ccccc1 | -3 | -1.4 | -2 | -9 | 86 | 3.1 | -0.5 | -3 | 18 | 1
CC(C)CN(C(=O)COC(=O)c1ccc2c(c1)OCO2)c1c(N)n(Cc2ccccc2)c(=O)[nH]c1=O | 6 | -3.6 | -10 | 0 | 103 | 0.2 | -0.2 | -1 | 3 | -2
O=C(c1ccccc1Cl)N(Cc1ccc(Br)cc1)N1C(=O)CCCC1=O | 2 | -0.5 | 3 | 0 | 100 | 0.1 | -0.3 | 2 | -2 | 0
O=[N+]([O-])c1ccc(-c2n(-c3ccccn3)c3ccccc3[n+]2-c2ccccn2)cc1 | 6 | 1.5 | 12 | -1 | 98 | 0.0 | -0.6 | 1 | 1 | 3
C#CCNC(=O)C[C@@H]1C[C@@]2(C(=O)OCC)CCCC=C2N(CCC2=CCCCC2)C1=O | . | . | 0 | 5 | . | 0.5 | . | -3 | . | .
O=C(Nc1ccncc1)Nc1ccc(F)cc1F | 4 | 1.0 | -4 | 2 | 96 | -0.1 | -0.2 | -2 | -3 | 1
C[C@H](CO)N1C[C@H](C)[C@@H](CN(C)S(=O)(=O)c2cn(C)cn2)Oc2ccc(NC(=O)Nc3ccccc3)cc2C1=O | 7 | 1.2 | -1 | -3 | 105 | 0.1 | -3.2 | 3 | 7 | 0
Cc1ccc(C)c(C(O)c2ncc(-c3ccc(Cl)cc3)[nH]2)c1 (stereo not drawn) | 1 | -0.7 | -2 | -3 | 98 | 0.3 | 2.3 | -1 | -8 | -1
O=P(CCN1CCCCC1)(c1ccccc1)c1ccccc1 | -2 | -0.7 | 0 | -5 | 88 | -0.1 | -2.4 | -2 | 3 | 3
Cc1ccc(-n2c(SCC(=O)NCC3CCCO3)nc3n[nH]c(C)c3c2=N)cc1Cl (stereo not drawn) | 9 | -0.9 | -1 | 7 | 97 | 1.7 | 3.2 | -6 | -5 | 5
O=C(N/C(=C/c1ccc(Br)cc1)C(=O)N1CCCC1)c1ccccc1F | -5 | -0.1 | 7 | -5 | 97 | -0.1 | -1.1 | 0 | 0 | -2
COC(=O)c1cc2c(C)nn(C)c2s1 | 4 | -0.7 | -5 | -1 | 101 | -0.1 | 0.1 | 23* | 1 | 1
CC(C)Cn1c(SCC(=O)N(C)C2CCS(=O)(=O)C2)nc2cc(Cl)ccc2c1=O (stereo not drawn) | -3 | -0.8 | 0 | 1 | 97 | 0.0 | -0.3 | 5 | -2 | -1
COC(=O)c1cc(OC)c(OC)cc1NC(=S)N1CCN(C/C=C/c2ccccc2)CC1 | 6 | 2.2 | -6 | -4 | 93 | -0.3 | 1.0 | -10 | -5 | -2
COc1cc(C)c(C(C)C)cc1S(=O)(=O)n1ccnc1 | 10 | 1.9 | 1 | 0 | 99 | -0.1 | -3.5 | 1 | 6 | 4
CC1=C(C(=O)OCc2ccccc2)C(c2ccccc2Cl)NC(=O)N1CCCCCC(=O)O (stereo not drawn) | 11 | -1.6 | -6 | -8 | 100 | 0.2 | 0.8 | -2 | 2 | 1
COc1ccc(Cl)cc1NC(=O)N1CCN(C2CCCCC2)CC1 | 1 | 0.1 | 1 | -9 | 102 | 0.0 | -0.5 | -12 | 6 | -4
Cc1cc(C(=O)OCC(=O)N(C)c2ccccc2)ccc1[N+](=O)[O-] | 17 | -1.9 | 3 | -2 | 97 | 0.0 | 0.3 | -4 | 4 | -2
CC(=O)c1cc2c(cc1NC(=O)CCn1cnnn1)OCO2 | 11 | -0.8 | 0 | 1 | 96 | -0.1 | -0.6 | 8 | 2 | 4
CC1CCC(NC(=O)C2CCC(CNS(=O)(=O)c3cccc4cccnc34)CC2)CC1 (stereo not drawn) | 10 | -3.0 | -3 | -1 | 112 | -0.2 | -0.5 | -1 | -2 | -4
Cc1c(C(=O)N2CCCC(C)(C(=O)NS(=O)(=O)C3CC3)C2)oc2ccccc12 (stereo not drawn) | -4 | 2.3 | 4 | -1 | 81 | -0.1 | -1.6 | 6 | 3 | 0
Nn1cnc2scc(-c3ccc(Cl)cc3)c2c1=O | -2 | 0.3 | -11 | 2 | 97 | -0.2 | -0.6 | -2 | -7 | 1
COC(=O)c1ccc(S(=O)(=O)N2CCCN(Cc3cccc(Br)c3F)CC2)n1C | 0 | -2.6 | 2 | -3 | 98 | 0.5 | -0.8 | -5 | -14 | -5
c1cnc(NC2CCCCCC2)nc1 | 1 | -0.8 | 9 | 5 | ? | -0.1 | -1.0 | 2 | -2 | -1
O=C(O)c1cccc(Cn2c(Cl)c(/C=N/NC(=O)c3ccco3)sc2=O)c1 | -6 | -3.0 | 0 | 3 | 103 | 0.1 | -0.4 | 3 | 1 | -2
O=C(O)/C=C/C(=O)O | 3 | -1.7 | 2 | 22 | 97 | -0.1 | 0.5 | -4 | -1 | 0

The listing continues.
SMILES | MC4R antag cAMP | MC4R barr agon | Granule exo inh | ABHD5-PLIN5 inh | ABCB6 inh MLPCN | aDG glyco up | hiPSC survival | m5-HT2A agonist | H9c2 protect | N-glyco inh
CCOc1ccc(NC(N)=O)cc1 | -1 | -0.4 | 0 | 6 | 102 | -0.1 | 1.0 | 4 | 2 | 0
COc1ccccc1/C=C/C(=O)NC(=S)N1CCN(C)CC1 | 11 | -2.1 | 5 | -9 | 96 | 0.2 | -0.5 | -3 | 2 | 1
Cc1ccccc1Cn1nc(C)c(NC(=O)c2nc3n(n2)C(C(F)F)CC(C)N3)c1C (stereo not drawn) | -3 | -2.0 | -3 | -5 | 100 | 0.0 | 2.5 | -1 | 3 | 0
COc1cc(S(=O)(=O)Nc2ccc(C)cc2)ccc1N=Cc1c(C)[nH]n(-c2ccc(C)cc2)c1=O | 4 | 0.4 | -1 | -6 | 78 | 0.2 | -1.4 | 0 | -12 | 0
CC(=O)Nc1cccc(NC(=O)CSc2nc(C3CC3)nc3ccccc23)c1 | 8 | -1.5 | 9 | -5 | 95 | 0.6 | -0.5 | 5 | -9 | 10
Cc1cc(NC(=O)C2Oc3ccccc3OC2C)no1 (stereo not drawn) | -1 | -1.1 | 0 | -5 | 97 | -0.1 | 0.0 | -3 | 6 | -1
Fc1ccccc1NC(=S)Nc1cccc2cnccc12 | 12 | -1.6 | 23 | -42 | 97 | 1.8 | -0.4 | -3 | 30 | 5
